# L major viab: Leishmania major promastigote growth inhibition, primary screen | Leishmania major promastigotes, resazurin fluorescence viability | inhibition, % at 10 µM | actives 9% (n = 200,000) | AID 1063, 2008; in the data active = inhibition above about 50%;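 also: promastigotes grown with compound for 44 hours at 28 °C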
# Hsp70 activator: Hsp70 transcriptional activators, primary screen, cell-based, HeLa, Hsp70 promoter luciferase, luminescence, 10 µM; HeLa Hsp70 promoter luciferase reporter; scaled: vehicle 0, proteasome-inhibitor control 100%; actives 0.04% (n = 200,000); activation, % at 10 µM;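 active = activation above the mean across all tested compounds plus 3 SD, cutoff set per campaign, cut at about 5.5% in these data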;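 also: 100% = MG132 at 30 µM as the positive control and 0% = DMSO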
# DTT redox prof: compounds producing H2O2 with reducing agent – biochemical, NIH compound library profiling, artefact control for MLSCN library redox annotation, primary screen | actives 0.03% (n = 200,000) | AID 878, 2007 | DTT-dependent redox cycling H2O2, phenol red/HRP absorbance; 100% = 100 µM peroxide control, 0% = buffer | activation, % at 10 µM;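 active = activation of at least 50% relative to the plate's high and low controls in the primary single-dose screen; inactive = activation below 50%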;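 also: compound incubated with DTT at 0.8 mM final as the reducing agent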
# PMI act: activators of human PMI, primary screen, biochemical, fluorescence intensity, near-Km mannose 6-phosphate; Mannose-6-phosphate isomerase (Homo sapiens), P34949; purified human PMI, coupled resazurin fluorescence, 20 min; stronger effect = higher value; 1 = vehicle control, 0 substrate-free wells; activation factor at 20 µM; actives 0.005% (n = 190,000); AID 1214, 2008;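 active = activation factor of 2 or more at 20 µM, relative to plate controls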
# Target sequence (P34949 whole entry, looked up): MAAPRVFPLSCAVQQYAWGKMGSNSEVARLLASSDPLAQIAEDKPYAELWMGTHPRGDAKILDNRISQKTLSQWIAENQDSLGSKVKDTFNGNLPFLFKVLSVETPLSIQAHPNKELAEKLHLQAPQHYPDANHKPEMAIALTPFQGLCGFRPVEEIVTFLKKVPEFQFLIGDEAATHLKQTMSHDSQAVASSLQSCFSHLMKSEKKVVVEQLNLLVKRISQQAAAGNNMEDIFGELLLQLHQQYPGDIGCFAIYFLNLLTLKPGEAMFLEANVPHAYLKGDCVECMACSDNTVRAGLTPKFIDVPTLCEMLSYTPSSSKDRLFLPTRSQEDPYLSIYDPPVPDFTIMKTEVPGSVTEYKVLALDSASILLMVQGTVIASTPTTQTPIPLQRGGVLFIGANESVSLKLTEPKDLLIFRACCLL
# RAM inhibit: inhibitors of the yeast RAM network, primary screen, dse1pr::URA3 reporter, 5-FOA selection | S. cerevisiae dse1pr::URA3 reporter, 5-FOA growth OD615, 2 d; analog-sensitive cbk1-as2 kinase mutant strain | inhibition, % at 50 µM | actives 1.8% (n = 190,000) | AID 868, 2007;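 active = inhibition above a set limit, 3 SD over mean compound inhibition, cut at about 8.4% in these data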;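 also: 0% = DMSO-only wells with no growth and 100% = 10 µM 1-NA-PP1 full growth; inhibition rescues growth on 5-FOA so higher OD means more RAM inhibition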
# S1P3 antag: S1P3 receptor antagonists, primary screen, cell-based; CHO S1P3 NFAT-BLA reporter, FRET fluorescence, antagonist mode; inhibition, % at 4.98 µM; actives 0.27% (n = 170,000);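 active = inhibition above the plate cutoff, the mean inhibition of test wells on that plate plus 3 SD, cut at about 28% in these data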;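 also: cells challenged with S1P at its EC80 of 0.8 µM; blue over green emission ratio from cleaved BLA substrate after 4 h stimulation; 0% = S1P-stimulated wells and 100% = unstimulated DMSO-only wells; some compounds past the cut are filed as inactive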
# Target sequence (Q99500 whole entry, looked up): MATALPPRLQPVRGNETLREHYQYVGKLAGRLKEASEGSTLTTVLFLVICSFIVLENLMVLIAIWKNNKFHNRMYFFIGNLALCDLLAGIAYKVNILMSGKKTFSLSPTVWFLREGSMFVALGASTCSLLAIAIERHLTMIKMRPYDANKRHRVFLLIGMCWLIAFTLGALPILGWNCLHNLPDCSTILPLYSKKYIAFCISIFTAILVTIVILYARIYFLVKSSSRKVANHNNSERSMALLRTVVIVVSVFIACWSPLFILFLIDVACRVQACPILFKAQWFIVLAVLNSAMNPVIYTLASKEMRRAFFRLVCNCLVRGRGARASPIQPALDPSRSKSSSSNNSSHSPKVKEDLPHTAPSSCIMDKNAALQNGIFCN
# TNAP inh no acc: human TNAP enzyme inhibitors, primary screen, biochemical, luminescent, no phosphate acceptor, uHTS. AID 1012, 2008. purified TNAP, CDP-star luminescence, 30 min. inhibition, % at 20 µM. actives 0.26% (n = 200,000);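 active = tissue-nonspecific alkaline phosphatase inhibition above about 50% at 20 µM in the single-dose screen, limit read from the data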;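 also: 0% = DMSO negative control and 100% = EDTA positive control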
# Efa HMGR inh: inhibitors of E. faecalis class II HMGR, primary screen, biochemical, Enterococcus faecalis; actives 0.41% (n = 190,000); purified E. faecalis HMGR, NADPH absorbance 340 nm kinetic; inhibition, % at 10 µM; HMG-CoA reductase (Enterococcus faecalis, mvaE);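 active = inhibition above a set limit, the median over all tested compounds plus 3 SD, cut at about 9.5% in these data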;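 also: enzyme runs in reverse so mevalonate oxidation gives rising NADPH absorbance; 0% = complete reaction with DMSO and 100% = background rate lacking mevalonate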
# TNAP inh hi DEA: human TNAP enzyme inhibitors, primary screen, biochemical, luminescent, high phosphate acceptor level, uHTS | actives 0.03% (n = 200,000) | Alkaline phosphatase, tissue-nonspecific isozyme (Homo sapiens), P05186 | AID 1135, 2008 | inhibition, % at 20 µM | purified TNAP, CDP-star luminescence, 1 M DEA;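 active = over 50% inhibition of tissue-nonspecific alkaline phosphatase at 20 µM in the single-dose screen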;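 also: plate controls were DMSO wells for no effect and EDTA-quenched wells as full inhibition for full effect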
# PMI act satM6P: human PMI activators, high substrate, primary screen, biochemical, fluorescence intensity, near-saturating mannose 6-phosphate; Mannose-6-phosphate isomerase (Homo sapiens), P34949; coupled PMI enzyme assay, resazurin fluorescence, 20 min; stronger effect = higher value; 1 = untreated enzyme, 0 = substrate-free blank; activation factor at 20 µM; actives 0.34% (n = 190,000); AID 1216, 2008;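 active = activation factor of 2 or more at 20 µM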
#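 Technique: Diaphorase-driven resazurin-to-resorufin fluorescence, excitation 544, emission 590 nm | Assay system: Human PMI in coupled enzyme assay | Times: Enzyme reaction with compound 20 min at room temperature | Medium: HEPES-buffered pH 7.4 with magnesium and detergent | Reagent: Mannose-6-phosphate 1.0 mM (near-saturating) plus 0.22 mM NADP+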
# Starred values were filed as active, the others as inactive; · = no result given; & = joins results of further samples.
SMILES,L major viab,Hsp70 activator,DTT redox prof,PMI act,RAM inhibit,S1P3 antag,TNAP inh no acc,Efa HMGR inh,TNAP inh hi DEA,PMI act satM6P
Cc1ccc([N+](=O)[O-])c(OCCCNCC(C)O)c1 (stereo unspecified),-1,-0.1,-0.5,1,1.6,-33,-8,0,-1,1
CCN(C(=O)COC(=O)c1n[nH]c2ccccc12)C1CCS(=O)(=O)C1 (stereo unspecified),50,-0.2,·,1.2,0.7,-8,42,0,-10,1.2
COc1ccccc1N1CCN(CC(O)COc2cccc3ccccc23)CC1 (stereo unspecified),5,-0.3&-0.1,-0.5,1.1&0.9,-0.1,1&3,-5&-2,-8&0,0&-4,1&1
CCNc1cc2oc(=O)c(CN3CCOCC3)c(C)c2cc1C,12,-0.1,0.0,1,2.4,-23,-21,0,-13,0.8
Cc1ccccc1-n1c(C)cc(/C=C(\C#N)C(=O)NCC2CCCO2)c1C (stereo unspecified),2,0.2,-0.3,0.8,1.7,9,-6,-4,-3,0.9
Cc1nnc(NC(=O)CCn2cnc3ccccc3c2=O)s1,-8,-0.3,-0.9,1,0.7,-13,-3,0,-1,1
COc1cccc(NC(=O)C2CCCN2C(=O)OCc2ccccc2)c1 (stereo unspecified),-5,-0.2,-1.4,0.9,-1.5,12,-8,-8,0,0.9
CCOC(=O)c1ccc(-n2c(CN(CC)CC)nc3ccc([N+](=O)[O-])cc3c2=O)cc1,23,0.0,-0.4,1.3,3.4,-8,5,-3,-4,1.1
CCOc1ccccc1Nc1nc(-c2sc(NC(=O)c3ccc([N+](=O)[O-])cc3)nc2C)cs1,7,0.4,-8.3,0.9,7.2,·,6,-7,12,1.1
CN(C(=O)CSc1nnnn1-c1ccccc1)C1CCS(=O)(=O)C1 (stereo unspecified),-3,-0.2,-0.2,1,-0.7,-14,-10,-2,-6,1
CC(C)C(=O)N1CCN(c2ccc(NC(=O)c3ccc4c(c3)OCCO4)cc2Cl)CC1,7,-0.3,0.2,1,1.6,·,4,2,-3,1
Cc1ccccc1SCC(=O)N1CCN(c2ccc(C(F)(F)F)cn2)CC1,-8,-0.4,0.3,1,0.1,-6,-13,-4,-6,1.1
C[C@H](CO)NC(=O)[C@@H]1C[C@H]1[C@@H](NP(=O)(c1ccccc1)c1ccccc1)c1ccccc1,-7,-0.3,-0.3,1.1,-0.9,-9,-6,-10,0,1
CC(C)Cn1c(N2CCN(C(=O)c3cccs3)CC2)nc2ccccc21,17,0.0,2.1,1.1,-0.2,15,-13,-12,-6,1
COC(=O)Cc1[nH]nc2c1C1(CCSCC1)C(C#N)=C(N)O2,-7,-0.3,2.0,0.9,3.6,-37,-11,3,-3,0.9

# The final 3 records of the part above open the next one:
SMILES,L major viab,Hsp70 activator,DTT redox prof,PMI act,RAM inhibit,S1P3 antag,TNAP inh no acc,Efa HMGR inh,TNAP inh hi DEA,PMI act satM6P
C[C@H](CO)NC(=O)[C@@H]1C[C@H]1[C@@H](NP(=O)(c1ccccc1)c1ccccc1)c1ccccc1,-7,-0.3,-0.3,1.1,-0.9,-9,-6,-10,0,1
CC(C)Cn1c(N2CCN(C(=O)c3cccs3)CC2)nc2ccccc21,17,0.0,2.1,1.1,-0.2,15,-13,-12,-6,1
COC(=O)Cc1[nH]nc2c1C1(CCSCC1)C(C#N)=C(N)O2,-7,-0.3,2.0,0.9,3.6,-37,-11,3,-3,0.9
Oc1c(C(c2cccs2)N2CCN(c3ccccc3)CC2)sc2ncnn12 (stereo unspecified),22,0.1,-0.7,1.1,0.6,-15,-2,2,-2,1
C[C@@H]1CN(CCCn2c3ccccc3c3ccccc32)C[C@H](C)N1,·,0.2,·,1,·,-14,-9,6,-7,1
O=S(=O)(NCC1CCCO1)c1ccc(Cl)c(C(F)(F)F)c1 (stereo unspecified),-7,-0.4,0.8,1,0.7,2,-12,1,-7,1
COc1ccc(C/C(N)=N/OC(=O)COc2ccccc2C)cc1,3,0.0,-0.1,1,-0.9,-8,-11,0,-7,1
CN1CCN(CCCc2c3c(cc4c2CCC4)CCC3)CC1,31,-0.4,0.4,1.2,0.0,-10,-1,-1,0,1.2
CCOc1ncccc1C(=O)Nc1ccc(F)c(F)c1,-3,0.5,0.1,1.1,0.6,-10,-3,-3,-2,1
O=C(NNC(=S)Nc1ccccc1)c1ccc2ncccc2c1,3,0.3,-1.1,1.1,1.5,-11,-113,-3,-5,1.1
O=C(NCc1cccs1)c1cc2c(s1)CCCC2,14,0.4,2.3,0.9,-0.9,-9,-6,-2,2,0.9
CCN(CC(O)Cn1c2ccccc2c2ccccc21)S(=O)(=O)c1ccc(F)cc1 (stereo unspecified),13,-0.5,0.2,0.8,11*,·,-6,-3,0,0.8
NC(=O)c1cnn(-c2ccc3ccccc3c2)c1N,-14,0.0,-1.6,1.1,0.7,-5,-10,-3,-6,1
COc1ccc(C(=O)O/N=C(\N)Cc2ccc(Cl)c(Cl)c2)cc1OC,81*,0.5,0.2,1,-0.7,-1,-6,-1,7,1.1
CCOc1ccc(NC(=O)CN2C(=O)S/C(=C/c3cccn3C)C2=O)cc1,-7,-0.6,-0.2,1,3.6,-17,1,2,2,1
COc1ccc(NC(=S)N2CCN(Cc3ccco3)CC2)c(OC)c1,-5,-0.1,0.6,0.9,-0.5,-15,-4,-4,-4,0.9
O=C(CSc1nc2ccccc2c(=O)n1-c1ccccc1)NCc1ccco1,61*,-0.1,-0.7,1,0.5,-18,-15,0,-8,1
Cc1cc(C(=O)NCc2cccs2)ccc1[N+](=O)[O-],27,-0.2,0.3,0.9,0.1,-6,-13,-3,-5,1
COc1cccc(-c2cc(C(=O)N3C(C)CCCC3C)no2)c1 (stereo unspecified),-3,0.1,0.0,1,-0.7,·,-11,-8,-5,1.1
Cc1onc(-c2c(Cl)cccc2Cl)c1C(=O)c1c[nH]c(C(=O)NC2CC2)c1,17,-0.3,1.6,1,1.7,·,-4,-7,-5,0.9
COc1ccccc1C(=O)Nc1ccc(N2CCN(Cc3ccccc3)CC2)cc1,7,0.0,2.6,0.9,0.3,4,-12,1,-8,0.9
CC(C)C(NC(=O)c1ccccc1F)C(=O)Nc1ccc2c(c1)OCO2 (stereo unspecified),13,0.1,0.3,1,-0.3,-19,-14,1,-5,0.9
COc1cc(C(=O)NC(=S)Nc2ccc3oc(=O)ccc3c2)cc(OC)c1OC,-2,0.0,-6.7,0.8,3.2,·,-9,-5,-1,0.9
COc1ccc2cc(S(=O)(=O)N3CCCCCC3)ccc2c1,57*,0.3,-0.4,0.9,4.1,-12,-7,4,-8,0.9
Cc1ccc(-c2ccc(/C=N/N=C3/NC(=O)C(CC(=O)O)S3)o2)c([N+](=O)[O-])c1 (stereo unspecified),100*,-0.2,0.0,0.7,6.7,·,2,-8,2,0.7
Cc1cccc(OCC(=O)Nc2nc3ccc([N+](=O)[O-])cc3s2)c1C,-4,0.2,1.2,1,4.6,·,-10,-4,-3,1
Cc1cc(=O)[nH]c(N/N=C/c2ccc(OC(=O)c3ccco3)cc2)n1,13,0.1,0.0,1,2.2,-2,-2,-2,0,1.1
COc1ccc(C(=O)n2ccc(C)n2)cc1Br,-3,-0.3,-1.5,0.8,-0.4,-11,-7,-1,-1,0.9
O=C1NN(c2ccccc2)C(=O)/C1=C/c1ccc(Sc2cccc3ccccc23)o1,38,-0.6,0.9,1,7.3,-19,11,5,10,1
O=C(Nc1ccc2c(c1)OCO2)N1CCN(Cc2ccco2)CC1,13,-0.1,-3.4,0.9,1.6,-9,-5,-5,-2,0.7
CC(/C=C/c1ccc2c(c1)OCO2)=N/NC(=O)C1COc2ccccc2O1 (stereo unspecified),32,-0.2,-0.3,1,1.9,10,-13,1,1,0.9
Cc1nnc(SCC(=O)NNC(=O)c2ccco2)n1-c1cccc(Cl)c1,-8,0.0,-0.6,1,1.4,-12,-61,-1,2,1
O=C(NC(NC(=S)Nc1c(Cl)cccc1Cl)C(Cl)(Cl)Cl)OCc1ccccc1 (stereo unspecified),98*,-0.1,0.6,0.8,2.9,-4,-7,-6,5,0.9
Cc1ccc(OC(=O)NC2CCS(=O)(=O)C2)cc1C (stereo unspecified),-2,-0.1,2.3,0.8,-0.8,-24,-7,-5,1,0.9
COC(=O)c1scc(C)c1NC(=O)Nc1ccccc1,-2,-0.1,3.1,0.8,-0.2,·,-5,-2,-1,0.9
Cc1ccc2c(c1)C(O)(CC(=O)/C=C/C=C/c1ccccc1)C(=O)N2 (stereo unspecified),23,-0.1,-0.2,1,0.4,-8,-5,-5,1,1
CCOC(=O)NC(O)C(=O)c1cccs1 (stereo unspecified),1,-0.1,-0.8,1.2,0.0,·,0,-5,-4,1
CCc1c(C)nc(SC(C(=O)O)c2ccccc2)c(C#N)c1C (stereo unspecified),-5,0.1,0.6,1.1,-0.4,-6,-10,-6,-2,1
COCc1cc(C)n(CC(=O)OC)c(=O)c1C#N,-6,-0.1,0.0,0.9,0.9,-2,-5,14*,-1,1
CCC1(C)OC(=O)N2CCc3c(C)[nH]c4c(C)ccc(c34)C21C (stereo unspecified),33,-0.1,-0.8,0.9,0.8,3,-12,0,-2,0.9
C/C=C/c1ccccc1OCc1ccc(C(=O)OC)o1,-2,-0.1,0.5,1.1,0.5,·,-4,-5,-7,0.9
O=C(NCc1ccccc1)c1cc(S(=O)(=O)N2CCCCC2)ccc1N1CCOCC1,1,0.0,-1.9,0.9,0.6,-4,-15,-5,-7,0.9

# An excerpt from above, showing only DTT redox prof:
smiles | DTT redox prof
O=C(Nc1ccc2c(c1)OCO2)N1CCN(Cc2ccco2)CC1 | -3.4
Cc1ccc([N+](=O)[O-])c(OCCCNCC(C)O)c1 (stereo unspecified) | -0.5
COc1ccc(C(=O)O/N=C(\N)Cc2ccc(Cl)c(Cl)c2)cc1OC | 0.2

# Screens from PubChem.
